TAAR1 ag: human TAAR1 agonists, primary screen, Fluo-8 calcium fluorescence, CHO RD-HGA16 cells; Trace amine-associated receptor 1 (Homo sapiens), Q96RJ0; vehicle wells 0%, saturating PEA agonist 100%; activation, % at 3 µM; 0.99% of 360,000 active; AID 624467, 2012;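 active = activation above the mean activation of all test compounds in the run plus 3 SD, cut at about 38% in these data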
Target sequence (Q96RJ0 whole entry, looked up): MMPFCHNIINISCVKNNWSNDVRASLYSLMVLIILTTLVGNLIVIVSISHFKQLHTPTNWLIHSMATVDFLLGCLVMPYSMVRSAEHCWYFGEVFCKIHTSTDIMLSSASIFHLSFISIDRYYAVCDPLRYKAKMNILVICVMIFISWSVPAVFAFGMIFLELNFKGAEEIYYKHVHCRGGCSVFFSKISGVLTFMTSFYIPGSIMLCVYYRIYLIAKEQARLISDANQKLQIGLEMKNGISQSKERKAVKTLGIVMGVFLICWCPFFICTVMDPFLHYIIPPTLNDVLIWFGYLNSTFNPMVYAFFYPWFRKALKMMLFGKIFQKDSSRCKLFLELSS
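test system = CHO RD-HGA16 cells carrying human TAAR1 plus Gα16 | schedule = 17-24 h seeding, 75 min 37 °C dye, 30 min RT | compound dosing = 3 µM single concentration | control set = DMSO and PEA EC100 | replicates = n 1 | signal = Fluo-8 fluorescence, 5 s baseline then 140 s kinetic read | measure = percent activation vs PEA EC100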
TAAR1 antag: human TAAR1 antagonists, primary screen, Fluo-8 calcium fluorescence, CHO RD-HGA16 cells | Trace amine-associated receptor 1 (Homo sapiens), Q96RJ0 | antagonist | inhibition, % at 3 µM | 1.5% of 360,000 active | AID 624466, 2012;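 active = inhibition above a per-plate cutoff, the mean inhibition of test compounds on that plate plus 3 SD, cut at about 49% in these data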;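 note: 0% = DMSO plus EC80 beta-PEA response and 100% = DMSO alone without agonist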
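Test system – hTAAR1-expressing CHO RD-HGA16 cells, Gα16-coupled · Reagent – β-PEA at EC80 concentration, post-compound challenge · Compound dosing – 3 µM, single point · Timing – 140 s kinetic read after compound, 140 s after agonist · Detection – Fluo-8 intracellular calcium dye fluorescence, real-time kinetic reads · Control set – DMSO and EC80 PEA controls · Repeats – n of 1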
* = called active by the depositor. Some of the compounds tested, so the mix of outcomes need not match the whole.

SMILES	TAAR1 ag	TAAR1 antag
CC(C)(C)OC(=O)N1C(=O)[C@](OC(=O)c2ccccc2)(c2ccc(F)cc2)c2ccccc21	-1	-4
COc1ccc(C(C(=O)Nc2c(C)cccc2C)N2CCN(C)CC2)cc1 (stereo not given)	2	-10
COc1cccc(C2CC(OCCF)=CC(=O)O2)c1 (stereo not given)	1	-8
COc1cc(OC)cc(C2=Cc3ccc(OC)cc3C(CC(C)=O)N2c2ccc(C#CCCO)cc2)c1 (stereo not given)	1	-2
C[C@@H]1ON(C)[C@H]2C[C@H]3c4cc(-c5cc6ccccc6o5)ccc4CCN3C[C@@H]12	2	-19
CCCCCNC(=O)C(c1ccc(-c2ccccc2)cc1)n1c(=O)c(-c2cc3ccccc3[nH]2)nc2ccccc21 (stereo not given)	0	-1
COC(=O)CCCC[C@@H]1O[C@H](CCc2ccccc2)Cc2[nH]c(=S)[nH]c(=O)c21	4	27
CC(C)(C)S(=O)(=O)N1C[C@@H]2CC(=O)C=C2[C@H]1CCO	2	-23
COC(=O)[C@@]1(Sc2ccc(C)cc2)CC(=O)N[C@@H]1c1ccc(C(F)(F)F)cc1	6	14
COC(=O)c1ccc2nc(-c3ccc(C)cc3)c(Cc3cccc(F)c3)n2c1	2	21
O=S1(=O)N[C@@H](Cc2ccccc2)COc2cccc(N3CCN(Cc4ccccc4F)CC3)c21	10	71*
CC(C)CC(=O)c1c(O)cc(O)c2c1OC1=C(C(=O)C(C)(C)C(=O)C1(C)C)C2CC(C)C (stereo not given)	-1	7
COc1cc(C(=O)N2CCC(N3CCN(C)CC3)CC2)ccc1Nc1ncc2c(n1)N(C)c1ccccc1C(=O)N2C	0	-3
COC(=O)/C=C1\OCc2c(F)cccc21	1	7
CCCCCCCCN1C(=O)[C@H](CC(=O)NCC2CCCCC2)C[C@@]2(C(=O)OCC)CCCC=C12	-2	-43
CN(C)CCN1CCN(C(c2cc3ccccc3o2)c2nnnn2C(C)(C)C)CC1 (stereo not given)	2	-3
O=C(N[C@H](C(=O)N1CCC[C@H]1C(=O)NCCc1ccccc1Cl)c1ccccc1)c1ccccc1	58*	57*
CCCCCCN(C(=O)CCCCCN1C(=O)NC(c2ccc(-c3ccccc3)cc2)C(C(=O)OCc2ccccc2)=C1C)C(C(=O)NCCCC)c1ccc(-c2ccccc2)cc1 (stereo not given)	1	-8
Cc1cc(C)cc([C@H]2C[C@]34CN(Cc5ccccc5)S(=O)(=O)[C@H]3C[C@H]2O4)c1	2	5
CCCCn1nnnc1C(c1cc2ccccc2o1)N(Cc1ccccc1)Cc1ccccc1 (stereo not given)	0	10
Nc1[nH]c(C(=O)c2ccccc2)c(-c2ccc(Br)cc2)c1C(=O)c1ccccc1	9	-40
NCCCC(C(=O)O)N(C(=O)OCc1ccccc1)C(=O)OCc1ccccc1 (stereo not given)	1	2
CCCCCc1c(-c2ccc(OC)cc2)ncn1CCc1ccccc1OC	14	61*
CC(C)C[C@H](NC(=O)c1cccs1)C(=O)N1CCC[C@H]1C(=O)NCc1ccccc1	-1	0
CCOC(=O)N1CCN(c2ncnc3c2cnn3-c2ccc(Cl)cc2)CC1	1	-21
CN1CCCCC(NC(=O)c2ccccn2)C1=O (stereo not given)	0	0
C[C@H]1[C@H](c2ccccc2)Oc2cccc(N3CCCC3)c2S(=O)(=O)N1Cc1cccc(F)c1	1	-25
Cc1cn(CC(=O)NCc2nc3ccccc3[nH]2)c(=O)[nH]c1=O	3	-11
CCNC(=O)C[C@@H]1CC[C@@H]2NC[C@@H](O)COC[C@H]2O1	2	-12
Cc1ccccc1CN1C(=O)CSCC1(C)C(=O)NC(C)C (stereo not given)	1	-5
COc1cc(N2CCC(O)CC2)ccc1Nc1cc(Nc2ccccc2S(=O)(=O)C(C)C)c2cc[nH]c2n1	9	28
C[C@@H]1CN(c2ccc(N3CCNC[C@@H]3C)cc2C#N)C[C@H](C)O1	2	-28
c1ccc(SC23CCCCN(CCC2)[C@]32CO2)cc1 (stereo not given in full)	-1	-24
CC1CCN(C(=O)c2ncn3c2C(=O)N[C@H](C)C3)CC1	0	7
CSCCC(C(=O)Nc1c(C)cccc1C)n1c(-c2cc(C)cs2)nc2ccccc21 (stereo not given)	-2	-25
CC(C(=O)NC1CCCC1)n1c(-c2ccccn2)nc2ccccc21 (stereo not given)	2	-17
COC(=O)C1=C(C)N(Cc2cccc(C(F)(F)F)c2)C(=NCC2CC2)NC1c1cccc(C(F)(F)F)c1 (stereo not given)	50*	56*
CCCCCCCCN1C(=O)[C@@H](CC(=O)NCc2cccs2)C[C@@]2(C(=O)OC)C1=C[C@H](C(C)(C)C)O[C@@H]2C	-1	-16
COc1ccc(Cn2cc(CN3CC(N4CCSCC4)CS3(=O)=O)nn2)cc1 (stereo not given)	2	-11
Cc1cccc(C)c1NC(=O)C(c1cc2ccccc2o1)N1CCC(c2ccccc2)CC1 (stereo not given)	4	-11

Part of the list above, as comma-separated lines:
molecule,TAAR1 ag,TAAR1 antag
c1ccc(SC23CCCCN(CCC2)[C@]32CO2)cc1 (stereo not given in full),-1,-24
Cc1cccc(C)c1NC(=O)C(c1cc2ccccc2o1)N1CCC(c2ccccc2)CC1 (stereo not given),4,-11

Continuation:
SMILES	TAAR1 ag	TAAR1 antag
COC1C(O)CCC2(CO2)C1C1(C)OC1CC=C(C)C (stereo not given)	1	-33
COc1ccc(C(=O)c2[nH]c(N)c(C(=O)NCCc3c[nH]c4ccccc34)c2-c2c(F)cccc2Cl)cc1	1	7
CCCCCNC(=O)C(c1cccc2ccccc12)n1c(=O)c(-c2ccccc2)nc2ccccc21 (stereo not given)	0	-46
Cc1ccc(C(=O)N(C)[C@H]2C[C@H]3c4[nH]c5c(-c6ccccc6)cccc5c4CCN3C(=O)[C@H]2[C@H](C)O)cc1	2	2
COC(=O)c1cc2c(c3c4cc(C)ccc4n(S(=O)(=O)c4cccc(C)c4)c13)C(=O)N(C)C2	-2	-41
COCCCn1cc(CN2CC(N3CCN(Cc4cccc(C)c4)CC3)CS2(=O)=O)nn1 (stereo not given)	3	4
C[C@H]1COc2cc(N3CCN(Cc4ccccc4F)CC3)ccc2S(=O)(=O)N1	3	-3
O=C(NCc1ccccc1)C1c2ccccc2OCC(=O)N1CCc1ccccc1 (stereo not given)	3	-10
CCCCCNC(=O)C(c1cc2ccccc2o1)n1c(=O)c(-c2ccccc2)nc2ccccc21 (stereo not given)	-1	-7
COC(=O)[C@@]1(Cc2ccc(F)cc2)[C@H]2c3cc(C(=O)N4CCCC4)n(Cc4ccc(C)c(F)c4F)c3C[C@H]2CN1C(=O)c1ccccc1	3	-34

Reprinted at random: 2 records from the list.
SMILES	TAAR1 ag	TAAR1 antag
Cc1ccc(C(=O)N(C)[C@H]2C[C@H]3c4[nH]c5c(-c6ccccc6)cccc5c4CCN3C(=O)[C@H]2[C@H](C)O)cc1	2	2
CCCCCNC(=O)C(c1cccc2ccccc12)n1c(=O)c(-c2ccccc2)nc2ccccc21 (stereo not given)	0	-46

The list goes on:
SMILES	TAAR1 ag	TAAR1 antag
O=C(NCC1CCN(Cc2ccccc2)CC1)[C@H]1O[C@@H](n2ccc(=O)[nH]c2=O)[C@H](O)[C@@H]1O	2	18
Oc1ccc(C[C@@H](CN2CCCC2CN2C(=S)NC[C@@H]2Cc2ccccc2)N2C[C@H](Cc3ccccc3)N(CC3CCCCC3)C2=S)cc1 (stereo not given in full)	4	-20
C[C@@H]1CN(c2ccc(N3CCNC[C@H]3C)cc2C#N)CCN1Cc1ccccc1	14	-12
COC(=O)C[C@@H]1CC[C@H](NC(=O)CC2CC2)[C@@H](CO)O1	0	-3
CC(C)NC(=O)N(C)C[C@@H]1OCc2cn(nn2)CCCC(=O)N([C@@H](C)CO)C[C@H]1C	0	-1
O=C(NCc1ccccc1)[C@@H]1CCCN1C(=O)[C@@H](NS(=O)(=O)c1ccc(F)cc1F)C1CCCCC1	-1	7
COc1ccccc1-c1noc2c1C(=O)N(Cc1cn(C3CCCC3)nn1)CC2	0	6
C=CCCC1CN(Cc2ccc(OC)cc2)S(=O)(=O)c2c(Oc3ccc(F)cc3OC)cccc2O1 (stereo not given)	5	-15
COc1ccc(NC(=O)C(c2cccc3ccccc23)n2c(=O)c(-c3ccco3)nc3ccccc32)cc1 (stereo not given)	-1	-17
CCOC(=O)[C@]12CCC=C1N(CCC1=CCCCC1)C(=O)[C@H](CC(=O)N1CCC(c3ccccc3)CC1)C2	-2	-34

Molecules shown so far containing an aryl thioether with sulfur outside any ring, in the order listed:
SMILES	TAAR1 ag	TAAR1 antag
COC(=O)[C@@]1(Sc2ccc(C)cc2)CC(=O)N[C@@H]1c1ccc(C(F)(F)F)cc1	6	14
c1ccc(SC23CCCCN(CCC2)[C@]32CO2)cc1 (stereo not given in full)	-1	-24

(cont.)
SMILES	TAAR1 ag	TAAR1 antag
CCc1cc2c(nc1CC)CCCN2S(=O)(=O)c1ccc(C#N)cc1	1	9
Nc1[nH]c(C(=O)c2ccc(Cl)cc2)c(-c2ccc(Br)cc2)c1C(=O)c1c[nH]c2ccc(F)cc12	3	-24
CCCCNC(=O)C(NC(=O)c1ccccc1)C(=O)c1ccccc1 (stereo not given)	3	0
COc1ccc(CN2C(=O)c3ccccc3C2c2nnnn2Cc2ccccc2)cc1OC (stereo not given)	3	15
Nc1[nH]c(C(=O)c2ccccc2)c(-c2cccnc2)c1C(=O)NCCc1ccc(Cl)cc1Cl	13	43
Cc1ccc(N2CCN(C(C(=O)Nc3c(C)cccc3C)c3ccccc3OC(F)(F)F)CC2)cc1 (stereo not given)	4	-4
O=C1/C(=C/c2ccc(S(=O)(=O)O)cc2S(=O)(=O)O)CCc2ccccc21	1	-4
COC(=O)C[C@@H]1CC[C@H](NC(=O)Nc2cccc(F)c2)[C@@H](CO)O1	0	17
CCCCCCCCN1C(=O)[C@@H](CC(=O)NCCCOC)C[C@@]2(C(=O)OC)C1=C[C@H](C1CCCC1)O[C@@H]2C	-2	-19
CCCCn1nnnc1C(c1ccccc1)N1CCc2ccccc2C1 (stereo not given)	-2	11
COc1ccc(S(=O)(=O)N2CCC[C@H]2C(=O)N2CCC[C@H]2C(=O)N[C@H](C)c2ccccc2)cc1C	-1	11
COc1ccc(OC)c(S(=O)(=O)NCC2CCN(C(=O)C(=O)c3cccs3)CC2)c1	1	-5
Cc1ccc(S(=O)(=O)Nc2ccc(F)c(F)c2O)cc1	6	-7
CC1(C(=O)Nc2ccc3c(c2)OCCO3)CSCC(=O)N1CCOc1ccccc1 (stereo not given)	0	-7
CC(C)(C)c1ccc(C#C[C@@H]2C=C[C@H](O)[C@@H](COC(=O)Nc3ccccc3)O2)cc1	14	51*
Cc1cc(N2CCN(S(C)(=O)=O)C[C@H]2C)ccc1N1CCN(Cc2ccccc2)[C@H](C)C1	4	-10
CCCCNC(=O)C1c2ccccc2OCC(=O)N1CCCN1CCOCC1 (stereo not given)	1	1
COc1ccc([C@H]2CC(=O)C[C@@H](CCn3nnc4ccccc43)O2)cc1	1	2
CCCCCc1c(-c2cccc(F)c2)ncn1CCc1ccccc1OC	9	26
COc1ccc(-c2oc3c(c2C(=O)OCCO)C(OCCCO)CCC3)cc1 (stereo not given)	0	-20

Grouped by structure: the entries above with two or more sulfur atoms (5)
SMILES	TAAR1 ag	TAAR1 antag
CSCCC(C(=O)Nc1c(C)cccc1C)n1c(-c2cc(C)cs2)nc2ccccc21 (stereo not given)	-2	-25
COc1ccc(Cn2cc(CN3CC(N4CCSCC4)CS3(=O)=O)nn2)cc1 (stereo not given)	2	-11
Oc1ccc(C[C@@H](CN2CCCC2CN2C(=S)NC[C@@H]2Cc2ccccc2)N2C[C@H](Cc3ccccc3)N(CC3CCCCC3)C2=S)cc1 (stereo not given in full)	4	-20
O=C1/C(=C/c2ccc(S(=O)(=O)O)cc2S(=O)(=O)O)CCc2ccccc21	1	-4
COc1ccc(OC)c(S(=O)(=O)NCC2CCN(C(=O)C(=O)c3cccs3)CC2)c1	1	-5

(further entries)
SMILES	TAAR1 ag	TAAR1 antag
Cc1cc(C)c(S(=O)(=O)N2C[C@H]3CON(C)[C@H]3C[C@H]2c2ccc(-n3ccnc3)cc2)c(C)c1	-1	-4
CCCNC(=O)c1cc2c(c(-c3cccc(-c4ccccc4F)c3)n1)[C@H](CCO)N(C(=O)CC1CC1)C2	13	-6
Cc1cc(N2CCN(C(=O)OC(C)(C)C)C[C@H]2C)ccc1N1CCN(Cc2ccccc2)[C@@H](C)C1	2	-21
CCc1ccc(N2C=C(C(=O)OC)C(c3ccc(OC)cc3)C(C#N)=C2N)cc1 (stereo not given)	-1	59*
CSCCC(C(=O)Nc1c(C)cccc1C)n1c(-c2ccc(-c3ccccc3)cc2)nc2ccccc21 (stereo not given)	0	-39
CNC(=O)C[C@@H]1CC[C@@H]2[C@H](COC[C@H](O)CN2S(=O)(=O)c2ccccc2Cl)O1	3	-14
CC(C)(C)OC(=O)N1CCc2onc(-c3ccc(-n4cc(C5=CCCCC5)nn4)cc3)c2C1=O	-1	-20
COCCCn1cc(CN2CC(N3CCN(Cc4ccccc4F)CC3)CS2(=O)=O)nn1 (stereo not given)	5	-24
CO[C@@H]1CN(C)C(=O)c2ccc(NC(=O)C3CCC3)cc2OC[C@H](C)N(CC2CCCCC2)C[C@H]1C	-2	-17

Compound activity (PubChem)
